Assay outcomes from PubChem BioAssay.
AGP1 TOR yeast: modulators of TOR pathway AGP1-GFP in S. cerevisiae; S. cerevisiae AGP1-GFP multiplex flow cytometry, 3 h; GFP as percent of DMSO wells; 320,000 compounds, 0.02% hits; GFP response vs DMSO, % at 10 µM;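 active = GFP response relative to DMSO above a set limit, near screen average plus 3 SD, cut at about 150% in these data; inconclusive = fewer than 70 cells counted for the yeast strain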;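 note: median GFP channel fluorescence of the gated AGP1 strain per well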
JMJD2C inh: inhibitors of human GASC-1 (JMJD2C) demethylase; GST-JMJD2C(1-420) H3K9me3 demethylation, DELFIA europium; Q9H3R0; 330,000 compounds, 0.069% hits; AID 2099; inhibition, % at 2.35 µM;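 active = more than half of a compound's replicate wells show inhibition beyond 50%, single wells judged on their own value; inconclusive = some, but no more than half, of replicates pass 50% inhibition; inactive = no replicate passes 50% inhibition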;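 note: signal counts dimethyl H3K9 product captured on neutravidin plate; 0% = median of DMSO wells and 100% = 0.3 times that DMSO median; strong numbers were not always called active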
Target sequence (Q9H3R0 1-420 limits assumed): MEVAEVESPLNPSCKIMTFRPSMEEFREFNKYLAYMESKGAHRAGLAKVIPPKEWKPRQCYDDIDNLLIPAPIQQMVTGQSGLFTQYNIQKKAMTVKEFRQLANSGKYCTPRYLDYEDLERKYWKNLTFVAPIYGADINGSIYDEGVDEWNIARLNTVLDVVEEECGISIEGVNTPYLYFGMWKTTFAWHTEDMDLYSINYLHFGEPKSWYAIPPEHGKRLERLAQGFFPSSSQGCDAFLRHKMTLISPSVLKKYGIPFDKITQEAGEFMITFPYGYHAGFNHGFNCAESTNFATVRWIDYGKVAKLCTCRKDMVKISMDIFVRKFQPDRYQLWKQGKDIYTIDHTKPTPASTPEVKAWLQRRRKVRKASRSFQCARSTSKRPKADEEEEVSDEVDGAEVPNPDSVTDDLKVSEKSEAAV
RPL19A TOR yeast: yeast TOR pathway RPL19A-GFP modulation | S. cerevisiae RPL19A-GFP strain, flow cytometry, 3 h; active compounds read low | 330,000 compounds, 0.3% hits | percent response vs DMSO, % at 10 µM;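 active = percent response vs DMSO below 50%; inconclusive = fewer than 70 events counted for the yeast strain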;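 note: median channel GFP fluorescence of the barcoded RPL19A-GFP strain; ratio of sample median GFP to plate DMSO average so 100% = DMSO; lower means less RPL19A-GFP as with rapamycin TOR inhibition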
LAP4-GFP MLPCN: alters LAP4-GFP fluorescence in TOR pathway yeast screen | S. cerevisiae LAP4-GFP multiplex, flow cytometry GFP, 3 h; median GFP as percent of DMSO wells | GFP response vs DMSO, % at 10 µM | 320,000 compounds, 0.34% hits | AID 2023;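 active = GFP response vs DMSO above a set limit, about the screen mean plus 3 SD, cut at about 150% in these data; inconclusive = under 70 cell events counted for the yeast strain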
CIT2-GFP yeast: yeast TOR pathway CIT2-GFP modulation; GFP response vs DMSO, % at 10 µM; 320,000 compounds, 0.065% hits; S. cerevisiae CIT2-GFP strain, flow cytometry, 3 h; 100 means same as DMSO wells;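 active = GFP response relative to DMSO above a set limit, near the screen mean plus 3 SD, cut at about 150% in these data; inconclusive = Fewer than 70 cells measured for a yeast strain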;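 note: ratio of well median GFP fluorescence to mean of DMSO wells on the plate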
GRK2 inh: inhibitors of human GRK2 displacing RNA aptamer. bead flow cytometry, FAM-aptamer displacement from GRK2. AID 488847. inhibition of aptamer binding, % at 10 µM. P25098. 330,000 compounds, 0.59% hits;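 active = inhibition of aptamer binding above 40%, roughly 3 SD of noise, on plates passing a quality check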;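 note: median bead fluorescence of bound FAM aptamer so fluorescent compounds give negative values; no value below 0 was filed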
Target sequence (P25098 whole entry, looked up): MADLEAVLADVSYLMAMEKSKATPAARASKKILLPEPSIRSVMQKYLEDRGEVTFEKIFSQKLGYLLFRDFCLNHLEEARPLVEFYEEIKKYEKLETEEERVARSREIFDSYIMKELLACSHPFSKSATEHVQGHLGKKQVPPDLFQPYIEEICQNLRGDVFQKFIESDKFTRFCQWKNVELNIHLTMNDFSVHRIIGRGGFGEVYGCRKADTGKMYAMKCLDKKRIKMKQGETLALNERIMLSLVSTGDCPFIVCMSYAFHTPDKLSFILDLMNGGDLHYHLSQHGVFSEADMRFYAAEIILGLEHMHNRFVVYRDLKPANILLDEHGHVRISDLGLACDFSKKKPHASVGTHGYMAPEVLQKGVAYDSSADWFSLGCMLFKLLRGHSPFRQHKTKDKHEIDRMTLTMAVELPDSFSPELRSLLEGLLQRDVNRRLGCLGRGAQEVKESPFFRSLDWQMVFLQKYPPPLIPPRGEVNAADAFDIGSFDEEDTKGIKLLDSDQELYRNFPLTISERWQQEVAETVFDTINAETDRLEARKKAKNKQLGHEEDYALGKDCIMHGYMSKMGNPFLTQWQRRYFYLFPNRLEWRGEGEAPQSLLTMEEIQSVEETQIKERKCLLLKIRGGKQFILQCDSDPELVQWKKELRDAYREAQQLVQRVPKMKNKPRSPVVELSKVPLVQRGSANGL
MEP2 TOR yeast: alters MEP2-GFP fluorescence in TOR pathway yeast screen; 330,000 compounds, 0.51% hits; AID 2016; S. cerevisiae MEP2-GFP strain, flow cytometry GFP, 3 h; 100% = DMSO control level; GFP response vs DMSO, % at 10 µM;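 active = GFP response versus DMSO above a set limit, roughly screen mean plus 3 SD, cut at about 180% in these data; inconclusive = fewer than 70 cells counted for a yeast strain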;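 note: median GFP fluorescence of the barcode-gated MEP2-GFP cells per well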
VLA-4 inh: inhibition in a human VLA-4 binding assay; P13612; VLA-4 expressing cells, ligand binding flow cytometry; inhibition, % (about 7 µM as worked out from the volumes in the protocol); 330,000 compounds, 0.2% hits; in the data active = inhibition above about 50%
Numbers without * were called inactive; ? = inconclusive; nt = no result given; [ ] = remark or other dose.

SMILES | AGP1 TOR yeast | JMJD2C inh | RPL19A TOR yeast | LAP4-GFP MLPCN | CIT2-GFP yeast | GRK2 inh | MEP2 TOR yeast | VLA-4 inh
CC(C)C[C@H]1C(=O)N2CCC[C@H]2[C@]2(O)O[C@](NC(=O)[C@@H]3C=C4c5cccc6[nH]c(Br)c(c56)CC4N(C)C3)(C(C)C)C(=O)N12 (stereo partly specified) | 88 | -4 | 101 | 98 | 98 | 0 | 94 | -15
CN1CCc2ccccc2Cc2[nH]c3ccccc3c2CC1 | 90 | 15 | 99 | 103 | 89 | 0 | 94 | -4
Cc1cc(CN2CCN(CCC#N)CC2)c(O)c(C2(C)CCCCC2)c1 | 98 | 4 | 99 | 102 | 87 | 0 | 95 | 10
OCCN1CCN(c2cc(C(F)(F)F)nc3c(F)cccc23)CC1 | 102 | -15 | 109 | 101 | 95 | 0 | 106 | 4
C=CCNC(=O)c1onc(CSc2cccc(OC)c2)c1C(=O)O | 102 | 5 | 103 | 99 | 101 | 4 | 108 | 35
CCN(CC)C(=O)Cn1c(=O)c2ccccc2n2c(=S)sc(-c3cccc(C)c3)c12 | 106 | 1 | 106 | 100 | 105 | 0 | 99 | -148
O=C(Cc1ccc(S(=O)(=O)N2CCOCC2)s1)N1CCN(S(=O)(=O)c2cccc([N+](=O)[O-])c2)CC1 | 107 | -2 | 102 | 112 | 90 | 0 | 101 | 4
O=C(Cn1cnc2ccccc21)N/N=C/C(Br)=C/c1ccccc1 | 93 | -1 | 102 | 99 | 94 | 0 | 106 | 11
COc1ccc(S(=O)(=O)Nc2ccc3c(c2)C(=O)N([C@H](C)CO)C[C@H](C)[C@@H](CN(C)C(=O)Nc2ccc(C(F)(F)F)cc2)O3)cc1 | 100 | nt | 98 | 99 | 98 | 0 | 99 | 14
Cc1cccc(NC(=O)CN2CCN(C(=O)c3c(C)nn(Cc4ccccc4)c3C)CC2)c1C | 94 | 7 | 95 | 99 | 94 | 0 | 98 | 4
O=C(Nc1ccc(O)cc1)c1ccc(C(=O)c2ccccc2)o1 | 97 | -10 | 97 | 100 | 96 | 0 | 100 | -3
O=C1C2C3c4ccccc4C(c4ccccc43)C2C(=O)N1Cc1ccco1 (stereo unspecified) | 100 | -7 | 97 | 105 | 89 | 1 | 98 | -11
Cn1c(=N)n(CC(O)c2ccco2)c2ccccc21 (stereo unspecified) | 87 | 12 | 88 | 88 | 94 | 1 | 89 | 0
Cc1ccc2nc(SCC(=O)NNC(=O)c3ccccc3)[nH]c2c1 | 93 | 1 | 98 | 93 | 89 | 1 | 98 | 24
Cc1ccc(C(=O)N2CCCC(N3CCN(c4ccccc4C)CC3)C2)c(=O)[nH]1 (stereo unspecified) | 102 | -2 | 100 | 102 | 104 | 0 | 102 | -102
COc1cccc(CC(=O)OC(C)C(=O)Nc2ccc(N3CCOCC3)cc2)c1 (stereo unspecified) | 100 | -43 | 93 | 99 | 77 | 0 | 100 | 9
O=C(CSc1nc2ccccc2o1)NCCOc1ccccc1 | 101 | -6 | 95 | 113 | 92 | 5 | 86 | -2
COCC1CCCN(Cc2nc(-c3ccc4c(c3)OCO4)no2)C1 (stereo unspecified) | 97 | 10 | 107 | 102 | 103 | 0 | 107 | 9
O=C(CN(C(=O)C1CSC(=O)C1)c1cccc(F)c1)NCc1ccc2c(c1)OCO2 (stereo unspecified) | 96 | 9 | 99 | 94 | 97 | 3 | 96 | 7
Cc1cc(-n2c(C)cc(C(=O)COc3ccc(F)c(F)c3)c2C)no1 | 93 | 6 | 93 | 112 | 83 | 1 | 97 | 1
N#CCC1c2ccccc2CCN1C(=O)Nc1ccc(Cl)cc1 (stereo unspecified) | 102 | 8 | 101 | 108 | 95 | 2 | 101 | -9
Cc1ccc(CCNC(=O)CN2C(=O)COc3ccc(S(=O)(=O)N4CCC(C)CC4)cc32)cc1 | 103 | -24 | 100 | 102 | 98 | 0 | 105 | 6
CCOC(=O)c1sc(/N=C/c2c(C)[nH]n(-c3ccccc3)c2=O)c(C#N)c1C | 106 | 7 | 101 | 98 | 108 | 2 | 104 | -7
COC(=O)C(NC(C)=O)(Nc1nc2c(C)cc(C)cc2s1)C(F)(F)F (stereo unspecified) | 92 | 2 | 94 | 97 | 87 | 0 | 96 | 2
Cc1cccc(NC(=O)CCCn2c(=S)[nH]c3ccccc3c2=O)c1 | 107 | 7 | 102 | 104 | 102 | 0 | 106 | 3
c1ccc(-c2ccc(OCCN3CCOCC3)cc2)cc1 | 99 | 2 | 102 | 95 | 101 | 0 | 108 | 23
O=C(Nc1c2c(nc3c1CCC3)CCCC2)c1ccccn1 | 106 | 1 | 108 | 103 | 100 | 7 | 105 | -11
COc1cccc(CN2CCN(Cc3nc(-c4cccs4)oc3C)CC2CCO)c1 (stereo unspecified) | 95 | -4 | 103 | 98 | 101 | 0 | 106 | 14
CCOC(=O)C(=CNc1nc2ccc(C(=O)OCC)cc2s1)C(=O)OCC | 103 | -4 | 95 | 100 | 100 | 2 | 91 | 20
OC(COc1ccc2c(c1)OCO2)CN1CCN(c2ccccc2)CC1 (stereo unspecified) | 113 | 0 | 115 | 99 | 114 | 1 | 111 | 18
CC1C(=O)Nc2ccc(S(=O)(=O)N3CCCCCC3)cc21 (stereo unspecified) | 96 | -10 | 94 | 87 | 92 | 3 | 90 | 0
COc1cc(/C=C/C(=O)NC2CCCCC2)cc(OC)c1OC | 99 | -5 | 100 | 94 | 104 | 3 | 104 | 2
Cc1ccccc1C(=O)NC(NC(=S)Nc1ccc(S(N)(=O)=O)cc1)C(Cl)(Cl)Cl (stereo unspecified) | 100 | 0 | 101 | 91 | 108 | 1 | 96 | 29
CC(=O)c1c(NCc2ccccc2)nc(=O)n(-c2ccccc2)c1C | 107 | 4 | 101 | 108 | 99 | 0 | 103 | 18
CC1CCN(C(=S)NC(=O)c2ccccc2)CC1 | 104 | -7 | 105 | 105 | 106 | 5 | 103 | 0
CCc1cc(=O)oc2cc(OCC(=O)NCCCN3CCOCC3)c(Cl)cc12 | 85 | 2 | 98 | 104 | 103 | 0 | 102 | 14
Cc1ccc(CNC(=O)Cn2nnc(C(=O)Nc3cc(C)ccc3C)c2N)cc1 | 110 | 8 | 106 | 103 | 109 | 0 | 109 | 1
O=C(N/N=C/c1cccc(O)c1)c1ccc(COc2ccccc2Br)cc1 | 95 | -2 | 94 | 98 | 96 | 0 | 94 | -8
Cc1cc(C)c2c(N)c(C(=O)N3CCc4ccccc4C3)sc2n1 | 104 | 14 | 105 | 111 | 102 | 0 | 113 | 4
COc1ccc(C)cc1NC(=O)C/C(C)=N/NC(=O)Cc1cccc2ccccc12 | ? | -18 | 35*[may fluoresce violet] | 71[may fluoresce violet] | ? | 29 | ? | -1
O=C(CCN1C(=O)/C(=C\C=C\c2ccccc2)SC1=S)Nc1ccccc1C(=O)O | 89 | 1 | 100 | 69 | 105 | 6 | 107 | 21
COc1ccccc1NS(=O)(=O)c1ccc(C)c(NC(=O)NCCCl)c1 | 103 | 0 | 101 | 105 | 96 | 1 | 101 | 4
N/C(Cc1ccc(Cl)cc1)=N\OC(=O)c1ccc2ccccc2c1 | 103 | -6 | 107 | 98 | 102 | 1 | 108 | 3
Cc1ccc2c(c1)NC(=O)[C@@]1(C)[C@@H](c3ccccc3)[C@H]3COc4ccc(Cl)cc4[C@@H]3N1C2=O | 99 | nt | 101 | 102 | 104 | 0 | 98 | -1
CCCCNc1nc(N(C)c2ccccc2)nc(-n2ccnc2)n1 | 95 | -7 | 100 | 129 | 91 | 0 | 110 | -5
O=C(c1cc(-c2cccc(Cl)c2)on1)N1CCN(c2ccccc2)CC1 | 104 | 8 | 103 | 100 | 106 | 2 | 106 | 10
COc1ccc(C(=O)Nc2cccc(NC(=O)c3cccs3)c2)cc1OC | 86 | -2 | 100 | 93 | 107 | 1 | 110 | -1
COc1cccc(CNC(=O)CN2CCC(c3nc4ccc(C)cc4[nH]3)CC2)c1 | 103 | 18 | 94 | 98 | 102 | 3 | 97 | 5
Cc1ccc(SCC(=O)NNC(=O)c2ccccc2)c(C)c1 | 99 | -3 | 98 | 93 | 101 | 23 | 101 | 1
C=CCC[C@@H](Cc1ccc(F)cc1)C(=O)OCCNC(=O)[C@H](CC=C)CC(=O)NCCO | 107 | 0 | 106 | 99 | 106 | 0 | 106 | -6

Next part
SMILES | AGP1 TOR yeast | JMJD2C inh | RPL19A TOR yeast | LAP4-GFP MLPCN | CIT2-GFP yeast | GRK2 inh | MEP2 TOR yeast | VLA-4 inh
CC(C)Cc1cc(C(=O)N2N=C(C(F)F)CC2(O)C(F)F)c2ccccc2n1 (stereo unspecified) | 97 | 16 | 101 | 100 | 109 | 2 | 101 | -8
COc1cccc(Nc2nc3ccccc3nc2NS(=O)(=O)c2cccs2)c1 | 103 | 0 | 100 | 98 | 96 | 1 | 95 | 20
CCOC(=O)c1c(C)c(C(=O)N2CCN(c3ccccc3)CC2)c(C)n1C | 88 | -19 | 99 | 88 | 91 | 6 | 95 | 1
COC(=O)/C(=C\Nc1ccc(Cl)cc1Cl)NC(=O)c1ccccc1 | 98 | 1 | 105 | 120 | 105 | 4 | 109 | 3
CC(C)N(C(=O)COC(=O)c1ccc(O)cc1)C(C)C | 108 | -5 | 105 | 115 | 110 | 1 | 107 | 8
CN1CCN(CC(=O)N(C)c2nc(-c3ccccc3)cs2)CC1 | ? | 2 | ? | ? | ? | 0 | ? | 8
C=CCNC(=O)c1cnn(-c2ccccc2)c1-c1ccccc1 | 96 | -5 | 101 | 96 | 101 | 1 | 108 | -45
COc1ccc(CC(=O)NCCS(=O)(=O)N2CCN(c3ccccc3OC)CC2)cc1 | 106 | 8 | 91 | 98 | 82 | 3 | 91 | 3
Cc1ccc(N2CC(C(=O)N/N=C/c3cccc([N+](=O)[O-])c3)CC2=O)cc1 (stereo unspecified) | 106 | 1 | 100 | 101 | 98 | 1 | 93 | -1
COC(=O)c1ccc(COc2ccccc2[N+](=O)[O-])o1 | 94 | -25 | 104 | 98 | 99 | 0 | 98 | 19
CCC(=O)c1ccc(OCC(=O)Nc2nc(-c3cccnc3)cs2)cc1 | 91 | 4 | 87 | 89 | 87 | 0 | 92 | -4
CC(=O)Nc1ccc(C(=O)OCC(=O)NCc2ccc(Cl)cc2)cc1 | 107 | 19 | 97 | 107 | 98 | 0 | 97 | -3
Cc1cccc(N(C)C(=O)CCS(=O)(=O)c2cccc3nonc23)c1 | 99 | 2 | 98 | 102 | 100 | 4 | 101 | -10
Cc1cc(C)c2c(n1)sc1c(=O)n(CC(=O)c3ccccc3)cnc12 | 99 | -4 | 95 | 103 | 93 | 0 | 93 | 5

Whole records, quoted from the list. Order of values: AGP1 TOR yeast, JMJD2C inh, RPL19A TOR yeast, LAP4-GFP MLPCN, CIT2-GFP yeast, GRK2 inh, MEP2 TOR yeast, VLA-4 inh
`Cc1cccc(N(C)C(=O)CCS(=O)(=O)c2cccc3nonc23)c1` in the list: 99, 2, 98, 102, 100, 4, 101, -10
`Cc1cc(C)c2c(n1)sc1c(=O)n(CC(=O)c3ccccc3)cnc12` in the list: 99, -4, 95, 103, 93, 0, 93, 5
`CC(=O)Nc1ccc(C(=O)OCC(=O)NCc2ccc(Cl)cc2)cc1` in the list: 107, 19, 97, 107, 98, 0, 97, -3
`CCC(=O)c1ccc(OCC(=O)Nc2nc(-c3cccnc3)cs2)cc1` in the list: 91, 4, 87, 89, 87, 0, 92, -4
